hgDAF-12 ag – agonists of H. glycines DAF-12 nuclear receptor; HEK293 GAL4-hgDAF12 UAS-luciferase reporter, agonist luminescence; normalized to butyrate control; activation, % at 6.8 µM; 1.8% of 370,000 active; AID 687014;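 active = activation above a cutoff set at the mean of all screened compounds plus 3 SD, cut at about 10% in these data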;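 also: 0% = DMSO wells and 100% = sodium butyrate wells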
DAX1 inh-1 – NR0B1 (DAX1) inhibition; P51843; HEK293 Gal4-DAX1 luciferase reporter, luminescence; inhibition, % at 6.75 µM; 0.99% of 340,000 active; AID 504766;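 active = inhibition above the mean over all tested compounds plus 3 SD, cut at about 4.2% in these data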;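 also: 0% = DAX1-transfected cells with DMSO and 100% = empty-vector control cells with DMSO; inhibition shows as a rise in luminescence from relieved DAX1 repression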
SMARCA2 activ – increases SMARCA2 function in MMTV reporter cells | 1% of 370,000 active | activation, % at 9.1 µM | MG213 cells, MMTV-luciferase reporter, dexamethasone, overnight; in the data active = activation above about 7.8%;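 also: 0% = vehicle wells and 100% = reference activator wells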
PLC-gamma1 inh – PLC-gamma1 (human) inhibition, primary screen | P19174 | AID 720700 | purified PLC-gamma1, fluorogenic substrate, fluorescence | inhibition, % at 12.2 µM | 0.84% of 370,000 active; in the data active = inhibition above about 9.5%
Target sequence (P19174 whole entry, looked up): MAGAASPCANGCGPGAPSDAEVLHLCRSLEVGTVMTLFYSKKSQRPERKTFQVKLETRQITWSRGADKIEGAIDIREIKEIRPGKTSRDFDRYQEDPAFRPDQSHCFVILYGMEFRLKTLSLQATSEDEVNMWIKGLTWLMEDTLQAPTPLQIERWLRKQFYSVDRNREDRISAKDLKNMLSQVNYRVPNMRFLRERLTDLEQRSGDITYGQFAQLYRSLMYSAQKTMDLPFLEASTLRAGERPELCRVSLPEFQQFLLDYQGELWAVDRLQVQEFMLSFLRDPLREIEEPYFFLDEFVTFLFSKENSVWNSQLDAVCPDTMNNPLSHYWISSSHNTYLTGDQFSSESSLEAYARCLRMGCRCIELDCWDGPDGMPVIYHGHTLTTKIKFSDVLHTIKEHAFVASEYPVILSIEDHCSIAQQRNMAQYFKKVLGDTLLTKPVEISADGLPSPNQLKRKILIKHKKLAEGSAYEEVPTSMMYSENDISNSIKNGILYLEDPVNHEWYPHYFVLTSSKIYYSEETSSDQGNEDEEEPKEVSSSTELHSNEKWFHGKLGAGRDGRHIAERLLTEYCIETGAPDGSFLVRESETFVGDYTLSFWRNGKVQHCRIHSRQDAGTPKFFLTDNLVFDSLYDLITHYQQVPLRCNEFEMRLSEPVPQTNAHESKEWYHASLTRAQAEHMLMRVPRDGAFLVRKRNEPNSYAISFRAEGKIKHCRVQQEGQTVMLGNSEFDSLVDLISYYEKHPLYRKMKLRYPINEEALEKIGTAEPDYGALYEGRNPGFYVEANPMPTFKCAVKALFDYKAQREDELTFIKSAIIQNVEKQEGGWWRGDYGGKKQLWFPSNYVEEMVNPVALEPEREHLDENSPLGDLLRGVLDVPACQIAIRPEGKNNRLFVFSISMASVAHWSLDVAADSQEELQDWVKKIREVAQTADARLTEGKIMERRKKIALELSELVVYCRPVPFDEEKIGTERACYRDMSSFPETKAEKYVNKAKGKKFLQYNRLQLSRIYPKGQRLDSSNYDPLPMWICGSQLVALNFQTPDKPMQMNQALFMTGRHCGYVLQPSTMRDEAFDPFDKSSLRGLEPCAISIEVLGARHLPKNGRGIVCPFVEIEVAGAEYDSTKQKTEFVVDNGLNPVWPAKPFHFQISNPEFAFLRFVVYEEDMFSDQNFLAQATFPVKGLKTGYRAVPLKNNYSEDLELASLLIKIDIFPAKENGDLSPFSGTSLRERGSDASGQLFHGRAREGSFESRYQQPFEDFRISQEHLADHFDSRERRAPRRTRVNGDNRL
ADAM17 inh – inhibitors of human ADAM17; recombinant ADAM17, EDANS/DABCYL FRET peptide cleavage; inhibition, % at 6.95 µM; 0.83% of 370,000 active;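 active = inhibition above the mean of compounds lying between control limits plus 3 SD, set per campaign, cut at about 8.5% in these data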;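 also: 0% = DMSO-only wells as the low control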
DAX1 inh-2 – DAX1 (NR0B1) inhibition, primary screen | HEK293T StAR-luciferase reporter, SF-1/DAX-1 repression relief | inhibition, % at 6.8 µM | 1.1% of 370,000 active | AID 652010;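 active = inhibition above the mean over all tested compounds plus 3 SD, cut at about 3.6% in these data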;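 also: 0% = DAX-1 cells with DMSO and 100% = cells lacking DAX-1 with DMSO; higher inhibition means more luminescence from relief of DAX-1 repression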
PLCb3 inh – PLC-beta3 (human) inhibition, primary screen | Q01970 | 0.18% of 370,000 active | Purified PLC-beta3, fluorogenic substrate, fluorescence | AID 720704 | inhibition, % at 12.2 µM; in the data active = inhibition above about 11%;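 also: 0% = median of compound wells on plate and 100% = full blocker control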
ssDAF12 agonist – activators of S. stercoralis DAF-12 nuclear receptor. 1% of 370,000 active. AID 652126. HEK293 ssDAF-12/GRIP1 lit1-tk-luc reporter, luminescence; % of 3 µM dafachronic acid response. activation, % at 6.8 µM;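 active = activation above the mean over all tested compounds plus 3 SD, cut at about 0.9% in these data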;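 also: 0% = DMSO-only wells and 100% = 3 µM delta7-dafachronic acid wells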
NR1D1 modulator – Rev-erb alpha (human) modulation | P20393 | Rev-erbα–FITC-DNA binding, fluorescence polarization, 90 min | activity, % at 10 µM | 0.79% of 370,000 active;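 active = activity above about 14%, limit read from the data; passing the limit was not always enough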;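 also: 0% = DMSO wells with 35 nM protein and 100% = DMSO wells with 750 nM protein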
MBD2 DNA inh – MBD2-methylated oligo binding inhibition. Q9UBB5. TR-FRET, MBD2 binding to methylated oligonucleotide. inhibition, % at 4.4 µM. 0.31% of 370,000 active. AID 686964; in the data active = inhibition above about 13%
hcDAF12 agonist – activators of H. contortus DAF-12 nuclear receptor. HEK293 hcDAF-12 lit1-tk-luc reporter, luminescence; 0% DMSO, 100% Δ7-dafachronic acid. 1.4% of 370,000 active. AID 652067. activation, % at 6.8 µM;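 active = activation above the mean of all tested compounds plus 3 SD, cut at about 5.5% in these data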;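 also: 100% = response to 3 µM Δ7-dafachronic acid high control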
Starred values were filed as active, the others as inactive; i = inactive; · = no result given.

SMILES | hgDAF-12 ag | DAX1 inh-1 | SMARCA2 activ | PLC-gamma1 inh | ADAM17 inh | DAX1 inh-2 | PLCb3 inh | ssDAF12 agonist | NR1D1 modulator | MBD2 DNA inh | hcDAF12 agonist
CCC(=O)c1cn(/C(=C\C(=O)OC(C)(C)C)CCC(OC)OC)cc1CC | -2.0 | 0.1 | 0 | -1 | -2 | 0.1 | 1 | -1.2 | 4 | 1 | -2.0
COc1ccc(NC(=O)c2cc(S(=O)(=O)N3CCOCC3)ccc2C)cc1S(=O)(=O)N1CCOCC1 | -0.8 | -0.3 | -2 | -2 | 1 | -0.7 | 1 | -1.3 | -1 | -2 | 3.6
CSCCC(NS(=O)(=O)c1ccc2ccccc2c1)C(=O)O (stereo not given) | -3.8 | 2.1 | 1 | 2 | 4 | -0.4 | 2 | -0.7 | 4 | 2 | -0.9
CC(=O)NS(=O)(=O)c1ccc(NC(=O)/C=C/c2ccco2)cc1 | -1.4 | -0.1 | -4 | -2 | -4 | 0.0 | -18 | -1.5 | -2 | 3 | -0.1
C=CCNC(=O)N1CCC(CO)(Cc2ccc(Cl)cc2)CC1 | -0.6 | -0.5 | -2 | 0 | 1 | 0.1 | 1 | -0.5 | 1 | 0 | 0.3
O=C(Cc1ccc(Br)cc1)Nc1cccc(Cl)c1 | -0.3 | · | -1 | 7 | 3 | -0.6 | 3 | -1.1 | 6 | 6 | 0.3
COc1cc(C(=O)Nc2sc3c(c2C(=O)NCc2ccco2)CCCC3)cc(OC)c1OC | 0.2 | 0.2 | -2 | -27 | -4 | -0.8 | -30 | -1.2 | 27* | -8 | -1.9
Cc1nc(-c2noc(-c3ccccc3Cl)n2)c(C(F)(F)F)o1 | 6.8 | 2.5 | 1 | 0 | 2 | 0.1 | -6 | -0.3 | 3 | 1 | 1.2
COc1cc(C(=O)Nn2c(CC(C)C)nc3ccccc3c2=O)cc(OC)c1OC | 0.6 | 1.8 | 0 | 2 | 1 | -0.3 | -1 | -1.2 | 4 | -2 | 0.0
CCC(C)(C)n1nnnc1C(C(C)C)N(CCN1CCOCC1)Cc1cc2cccc(C)c2[nH]c1=O (stereo not given) | 2.4 | 0.5 | -3 | -44 | -21 | -0.2 | -60 | -1.1 | -2 | 0 | 1.3
Nc1nc(-c2ccccn2)nc(N)c1Cc1ccc(Cl)cc1Cl | -9.3 | -0.5 | -6 | -3 | -21 | -2.0 | -6 | -1.8 | -1 | 2 | -3.1
O=C(c1ccc(Br)o1)N1CCN(c2ccc3nnc(-c4ccc(F)cc4)n3n2)CC1 | -2.1 | 0.0 | -2 | -3 | -4 | -0.3 | -2 | -1.9 | -7 | -3 | -2.6
CC(=O)Oc1ccc2c3c(c(=O)oc2c1)CCCC3 | 0.1 | 3.5 | 2 | i | i | -0.1 | i | -0.5 | 3 | -4 | -0.7
CC(C)(C)S(=O)N1Cc2cc(C(=O)N3CCc4ccccc4C3)nc(-c3cccc(-c4cccnc4)c3)c2[C@@H]1CCO (stereo not given in full) | -1.8 | · | 1 | -35 | -4 | 0.8 | -43 | -1.3 | 1 | -11 | -0.6
O=C(Cc1ccccc1)Nn1c(O)c(/C=C2\C=Nc3ccccc32)sc1=S | 2.3 | 0.4 | 2 | -39 | 3 | -0.4 | -50 | -1.1 | 9 | -1 | 2.3
Cn1cc(CNCc2cnc3ccccn23)c(-c2ccc(Oc3ccccc3)cc2)n1 | -4.5 | -0.2 | -2 | 15* | -3 | -0.7 | 8 | -2.1 | -2 | -1 | -1.5
COc1ccc(C(=O)Nc2ccnn2C2CCN(C3CCC3)CC2)cc1 | 1.5 | 0.8 | 2 | 0 | -2 | 0.0 | -5 | -1.2 | -1 | -1 | -2.6
Cc1cc(C)nc(N/N=C/c2ccccc2OCc2ccccc2)n1 | 0.8 | -0.6 | 3 | -1 | -1 | -0.4 | -3 | -1.5 | -3 | -1 | 0.0
O=C(NC(Nc1nc2ccc([N+](=O)[O-])cc2s1)(C(F)(F)F)C(F)(F)F)c1ccccc1Cl | -16 | -5.3 | -6 | -9 | 11* | -3.8 | -12 | -3.6 | 2 | -5 | -8.6
CCN1CCN(CCNC(=O)c2ccc(CS(=O)(=O)c3ccccc3C)o2)CC1 | -0.5 | 1.5 | -1 | 2 | -3 | -0.1 | -1 | -0.4 | -2 | -9 | -0.6

Overlap with the part before: 3 compounds; new compounds follow.
SMILES | hgDAF-12 ag | DAX1 inh-1 | SMARCA2 activ | PLC-gamma1 inh | ADAM17 inh | DAX1 inh-2 | PLCb3 inh | ssDAF12 agonist | NR1D1 modulator | MBD2 DNA inh | hcDAF12 agonist
Cc1cc(C)nc(N/N=C/c2ccccc2OCc2ccccc2)n1 | 0.8 | -0.6 | 3 | -1 | -1 | -0.4 | -3 | -1.5 | -3 | -1 | 0.0
O=C(NC(Nc1nc2ccc([N+](=O)[O-])cc2s1)(C(F)(F)F)C(F)(F)F)c1ccccc1Cl | -16 | -5.3 | -6 | -9 | 11* | -3.8 | -12 | -3.6 | 2 | -5 | -8.6
CCN1CCN(CCNC(=O)c2ccc(CS(=O)(=O)c3ccccc3C)o2)CC1 | -0.5 | 1.5 | -1 | 2 | -3 | -0.1 | -1 | -0.4 | -2 | -9 | -0.6
CC(C)(C)NS(=O)(=O)c1ccc(OCC(=O)NCCC2=CCCCC2)cc1 | -3.4 | -0.1 | 5 | 5 | 3 | -0.3 | 3 | -1.6 | -5 | 4 | -0.1
O=C(Cc1ccccc1F)Nc1ccc2c(c1)CCC2 | 9.3 | 0.8 | 12* | 3 | 0 | 1.9 | -1 | -0.2 | -3 | 1 | 2.3
O=C(O)CCc1ccc(-c2cccs2)n1CCc1ccccc1 | -0.7 | 1.4 | -3 | -42 | -48 | -0.5 | -61 | -0.1 | -2 | 0 | 2.2
O=S(=O)(c1cccc(C(F)(F)F)c1)N1CCN(CC(O)COCc2ccccc2)CC1 (stereo not given) | -0.2 | 0.3 | 0 | 1 | -7 | 2.1 | -4 | -1.5 | -8 | 2 | 1.8
O=C(NCc1ccc(F)cc1)C1CCN(S(=O)(=O)N2CCC3(CC2)OCCO3)CC1 | -1.0 | 1.0 | 1 | 0 | -3 | 0.2 | -1 | -1.5 | 0 | -2 | 0.7
COc1ccc(-c2ccc(C(=O)N3CCN(C)CC3)c3occc23)c(C)c1 | -2.0 | · | -2 | -6 | -1 | -1.1 | -1 | -1.5 | 0 | 3 | -1.4
O=C1/C(=C/c2ccc(F)cc2)Oc2cc(OC(=O)N3CCOCC3)ccc21 | 0.4 | 0.4 | -1 | 1 | 1 | 1.1 | -3 | -1.4 | -2 | 2 | 0.2
Cc1nc(SCC(=O)N2CCc3ccccc32)n[nH]1 | 6.9 | 0.5 | 8.7* | 6 | 2 | 1.4 | 4 | -0.7 | 6 | 1 | 0.4
O=C(CCc1nnc2ccc(NCc3ccccc3)nn12)NC1CCCCC1 | 3.2 | 0.1 | 0 | -2 | -6 | 0.1 | -13 | -0.7 | -3 | 0 | 0.7
CCN(CC(=O)Nc1ccc(NC(C)=O)cc1)C(=O)c1cccc2ccccc12 | 0.8 | 1.1 | -2 | -4 | -5 | -1.1 | -5 | -1.6 | 2 | -2 | -0.9
CSC1=N/C(=C\c2ccccc2F)C(=O)S1 | 4.2 | -0.6 | -5 | 5 | 3 | -0.1 | 1 | -0.8 | 6 | 3 | 0.1
Cc1cc2nnc(SCC(=O)NC3CCCCC3)n2c(N)n1 | -0.8 | 0.9 | -3 | 4 | 6 | 0.2 | 1 | -1.1 | 2 | -3 | -1.4
CC(=O)N1c2ccc(S(=O)(=O)NCC3CCC(C(=O)N4CC(C)CC(C)C4)CC3)cc2CC1C (stereo not given) | -0.8 | -0.2 | 3 | 3 | 2 | -0.3 | -2 | -1.5 | -2 | -5 | -2.4
Cc1ccc(NC(=O)C(C)N=C2NS(=O)(=O)c3ccccc32)cc1 (stereo not given) | -0.5 | 0.2 | -3 | 3 | -2 | -0.4 | 0 | -2.4 | -6 | 3 | 1.1
CCCCC(=O)N1CCN(c2nc3ccc(OCC)cc3s2)CC1 | -1.6 | -2.1 | -2 | -2 | -4 | -0.4 | -11 | -0.8 | 1 | -3 | -0.8
O=C1OC(=O)C2C1[C@@H]1CC[C@H]2O1 (stereo not given in full) | 1.0 | -0.4 | -4 | 3 | 0 | 0.4 | 3 | -1.0 | -4 | -2 | -1.2
CCc1ccc(NC(=O)c2nc(S(=O)(=O)Cc3ccccc3)ncc2Cl)cc1 | -6.6 | -2.2 | -13 | 0 | 0 | -1.8 | -9 | -1.2 | 3 | 6 | -0.9
COc1ccc(S(=O)(=O)N2CCCCCC2)cc1NC(=O)CCNC(=O)c1ccccc1Cl | -2.7 | 0.0 | 0 | 4 | 1 | 0.0 | 2 | -0.8 | 5 | -3 | -2.0
CC(=O)Nc1cn(-c2ccccc2)nc1-c1ccccc1 | -2.9 | 1.0 | -1 | -1 | -5 | 0.5 | -8 | -0.6 | · | 1 | -0.7
Cc1ccc2c(CN(C)Cc3ccc(Cl)cc3Cl)cc(=O)oc2c1 | 0.6 | 1.6 | -3 | -1 | -5 | -0.7 | -2 | -0.4 | -1 | 4 | -0.7
Cc1cc(CNC(=O)C2CCC(=O)N(CCc3ccc(Cl)cc3)C2)no1 (stereo not given) | 1.6 | -0.9 | -3 | 2 | 2 | 0.7 | -2 | 0.1 | -5 | 3 | 0.8
COc1cc(NC(=O)COC(=O)CCc2nc3ccccc3c(=O)[nH]2)cc(OC)c1 | -0.6 | 1.8 | 1 | -8 | -2 | 0.4 | -5 | -1.0 | -2 | 1 | 1.7
COc1nc(NCCN2CCOCC2)nc(Nc2ccc([N+](=O)[O-])cc2)n1 | 1.4 | 2.4 | -2 | 3 | -4 | -1.5 | 2 | -1.4 | -4 | -8 | 0.7
COC(=O)[C@]12C[C@H](CC(=O)N3CCSCC3)C(=O)N(CCC3=CCCCC3)C1=C[C@H](COCc1ccccc1)O[C@@H]2C | 1.8 | · | -3 | 1 | 1 | 0.0 | 4 | -0.8 | 2 | 1 | -0.4
COc1cccc(CNC(=O)N2CCN(S(=O)(=O)c3ccc(Cl)cc3)CC2)c1 | -1.1 | -1.8 | -1 | 2 | 1 | -0.4 | -4 | -0.8 | 8 | -4 | -2.4
Cc1cc(C)c(OCCOCCN2CCNCC2)c(C)c1 | 2.4 | 0.1 | 4 | 3 | 2 | -0.4 | 4 | -0.8 | 1 | -1 | 0.6
CCn1c(SCC(=O)NC2CCCC2)nnc1C(C)C | -2.1 | -0.4 | -4 | 0 | -5 | 0.0 | -4 | -1.0 | -3 | -4 | -0.1
CNC(=O)/C(C#N)=c1\s/c(=C/C(=O)OC)c(=O)n1-c1ccccc1 | 1.7 | -0.1 | 2 | -17 | -4 | -0.1 | -18 | -0.7 | -9 | 2 | -1.2
CCOC(=O)c1sc(NC(=O)CN2C(=O)NC3(CC(C)CC(C)(C)C3)C2=O)c(C(=O)OCC)c1C (stereo not given) | 0.2 | -0.1 | -1 | 1 | -3 | -0.4 | 3 | -0.1 | 2 | 0 | 1.6
O=C(COC(=O)c1ccc(O)cc1)NCc1ccc2c(c1)OCO2 | -1.5 | 0.5 | -3 | 0 | -4 | -0.3 | -3 | -1.2 | 3 | -5 | -1.5
CC(C)C[C@@H](CN1CCCC1CN1C(=S)NC[C@@H]1Cc1ccccc1)N1C[C@H](Cc2ccccc2)N(CC2CCCCC2)C1=S (stereo not given in full) | -1.7 | · | -4 | 6 | 2 | 0.3 | 3 | -0.7 | 2 | -9 | -0.8

From PubChem BioAssay
